Source: PubChem (several laboratories)
Cl transport mod: modulators of human KCC2 chloride dependent transport; KCC2 cells, thallium flux FluoZin-2 fluorescence; B-score of Tl+ flux slope (higher = more flux/activation; lower = inhibition) at 10 µM; Q9H2X9; 190,000 compounds, 2.2% hits;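 active = thallium flux slope and its plate-corrected score both differing from the plate sample mean at a set confidence after two filtering rounds, in either direction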;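 also: slope of fluorescence scaled to starting intensity during 10 to 20 s after thallium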
KLK5 inh: blocks human kallikrein 5 protease activity; Q9Y337; recombinant hK5, fluorogenic AMC substrate cleavage; inhibition, % at 5 µM; 210,000 compounds, 0.59% hits;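 active = inhibition of 40% or more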;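 also: 0% = enzyme controls without compound and 100% = no-enzyme blanks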
Target sequence (Q9Y337 67-293 limits assumed): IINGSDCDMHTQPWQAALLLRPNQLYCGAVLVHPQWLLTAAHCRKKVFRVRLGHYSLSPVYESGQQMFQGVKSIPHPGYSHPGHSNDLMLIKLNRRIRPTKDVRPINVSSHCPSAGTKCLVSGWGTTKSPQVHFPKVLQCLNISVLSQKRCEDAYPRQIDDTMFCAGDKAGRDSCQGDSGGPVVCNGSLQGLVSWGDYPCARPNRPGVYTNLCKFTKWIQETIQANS
Hck-Nef inh: blocks Nef-activated human Hck kinase | AID 463187 | P08631 | 220,000 compounds, 0.68% hits | inhibition, % at 20 µM | Recombinant Hck-YEEI plus Nef, Z-Lyte FRET kinase assay;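 active = Hck-Nef kinase inhibition above about 50%, limit read from the data; inactive = inhibition below that limit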;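 also: 0% = DMSO with Hck plus Nef and 100% = Hck alone without Nef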
TNF death inh: inhibitors of TNF-alpha induced necroptosis in Jurkat FADD-/- cells | 220,000 compounds, 0.068% hits | activation (protection from cell death), % at 10 µM | Jurkat FADD-/- TNF necroptosis rescue, ATP luminescence, 24 h; 0 = TNF only, 100 = no-TNF cells;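 active = activation, meaning protection from cell death, of at least 50% relative to plate controls; inactive = activation below 50%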;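 also: necroptosis triggered by 40 ng/mL TNF-alpha added together with compound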
Rad51 HR inh: blocks human Rad51 in homologous recombination; hRad51 DNA strand exchange, fluorescence dequenching; 200,000 compounds, 0.085% hits; inhibition, % at 10 µM;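 active = inhibition above 40% at the single screening dose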;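 also: 0% = DMSO control wells and 100% = blanks with heterologous ssDNA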
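material = hRad51 filaments on single-stranded DNA | timing = filaments 15 min 37 °C, then compound 30 min | signal = FRET fluorescence dequenching, excitation 485 nm, emission 520 nm | benchmarks = control wells and blank wells on each plate | evaluation = percent inhibition relative to plate controls and blanks | compound = 10 µM final, single point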
thrombin 1536: thrombin (human) inhibition; 220,000 compounds, 0.26% hits; alpha-thrombin, Boc-VPR-AMC fluorogenic substrate cleavage; AID 1046; inhibition, % at 5 µM;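 active = inhibition at or above 40%; inactive = inhibition below 40%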;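 also: 0% = enzyme with no compound and 100% = wells without enzyme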
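Test system: human alpha-thrombin; medium: pH 7.5 Tris-saline with Tween 20; times: reaction at room temperature; signal: AMC fluorescence at 355 nm excitation and 460 nm emission; also added: Boc-VPR-AMC substrate, 15 µM final; dosing: one concentration per compound, 5 µM, with 0.2% DMSO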
zVAD death inh: L929 zVAD cell death inhibition | L929 zVAD necroptosis rescue, ATP luminescence, 24 h; with zVAD 60 µM | viability rescue, % at 10 µM | 220,000 compounds, 0.38% hits | AID 1377;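 active = activation, scaled between plate controls, above about 75%, limit read from the data; inactive = activation under that limit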;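 also: 0% = zVAD with DMSO and 100% = DMSO alone without zVAD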
FXIa inh 1536: inhibitors of human coagulation factor XIa. P03951. purified FXIa, Boc-Glu-Ala-Arg-AMC fluorogenic substrate. inhibition, % at 5 µM. 220,000 compounds, 0.14% hits. AID 798;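 active = inhibition of at least 40%; inactive = inhibition below 40%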;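 also: fluorescence of freed AMC excited at 355 nm; 0% = enzyme without compound and 100% = no enzyme blank; many of its hits are not listed in these tables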
Target sequence (P03951 19-387 limits assumed): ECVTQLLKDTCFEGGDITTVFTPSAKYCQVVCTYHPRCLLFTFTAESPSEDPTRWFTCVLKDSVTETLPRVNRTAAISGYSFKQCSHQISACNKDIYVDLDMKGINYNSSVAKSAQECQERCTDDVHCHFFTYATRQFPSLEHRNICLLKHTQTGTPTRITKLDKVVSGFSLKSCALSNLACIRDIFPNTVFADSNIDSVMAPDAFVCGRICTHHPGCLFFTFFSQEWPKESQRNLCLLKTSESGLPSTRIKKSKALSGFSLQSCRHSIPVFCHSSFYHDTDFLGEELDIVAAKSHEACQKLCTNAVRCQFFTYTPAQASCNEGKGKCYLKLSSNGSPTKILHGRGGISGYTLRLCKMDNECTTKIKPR
Target sequence (P03951 388-625 limits assumed): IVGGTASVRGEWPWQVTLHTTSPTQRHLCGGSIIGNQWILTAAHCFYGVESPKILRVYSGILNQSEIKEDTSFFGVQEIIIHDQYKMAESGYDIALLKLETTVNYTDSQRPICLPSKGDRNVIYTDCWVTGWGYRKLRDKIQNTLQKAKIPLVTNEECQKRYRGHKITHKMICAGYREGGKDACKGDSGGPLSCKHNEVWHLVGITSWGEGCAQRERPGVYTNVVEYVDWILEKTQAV
FXIIa inh: inhibitors of human coagulation factor XIIa. 220,000 compounds, 0.3% hits. AID 800. purified FXIIa, Boc-QGR-AMC fluorogenic substrate, 2 h. inhibition, % at 5 µM. P00748; in the data active = inhibition above about 40%;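 also: 0% = enzyme with no compound and 100% = blank without enzyme; many of its hits are not listed in these tables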
* marks the source's active call; other numbers are inactive results; / = no result given. Not all compounds are listed. The share of hits here may be higher or lower than overall.

Value order – Cl transport mod | KLK5 inh | Hck-Nef inh | TNF death inh | Rad51 HR inh | thrombin 1536 | zVAD death inh | FXIa inh 1536 | FXIIa inh
> CCOC(=O)c1ccc(CNC(=O)C(Cc2c[nH]c3ccccc23)NC(C)=O)o1 (stereo not drawn)
    0.42 | 2 | 2 | -0.8 | -10 | -1 | -0.2 | 0 | 6
> Cc1ccc(-n2c(Cn3nc(C(F)(F)F)cc3C)n[nH]c2=S)cc1
    -0.49 | -11 | 1 | -0.4 | -12 | -4 | -0.4 | 8 | 16
> COc1ccc(-n2c(=O)c3ccccc3n(Cc3ccc(F)cc3)c2=O)cc1OC
    0.005 | -10 | -24 | -0.4 | 5 | 5 | -0.9 | -2 | 1
> Cc1cc(C(=O)CSc2nc(N)cc(=O)[nH]2)c(C)n1CCc1ccc(Cl)cc1
    -0.54 | 17 | 7 | -1.2 | -8 | 1 | 0.6 | 6 | 17
> O=C(O)/C=C/c1ccccc1[N+](=O)[O-]
    / | -1 | 7 | 2.1 | 4 | 0 | 0.2 | 3 | 6
> O=C(Nc1ccc(Cl)c(C(F)(F)F)c1)N1CCCC(O)C1 (stereo not drawn)
    -0.75 | 2 | 0 | 1.2 | 6 | -3 | 1.8 | 3 | 42*
> CC(=O)Oc1ccc(C(=O)O)c(OC(C)=O)c1
    0.33 | 8 | 3 | 0.9 | 13 | 5 | 0.6 | 0 | 15
> CC(=O)NC(Cc1ccccc1C)C(=O)NC1CCN(C(=O)c2cccc(C)c2)CC1 (stereo not drawn)
    -0.2 | -6 | -1 | 0.2 | 27 | 3 | -0.4 | 5 | 6
> COc1ccc(OCC(=O)Nc2cccc3cccnc23)cc1
    -2.4 | 7 | -4 | 0.3 | 5 | -2 | 49 | -6 | -3
> CCn1cc(C(=O)N2CCN(c3ccccn3)CC2)c(=O)c2cc(S(=O)(=O)N3CCC(C)CC3)ccc21
    -0.87 | -2 | 17 | -2.7 | 2 | -6 | 0.0 | -1 | 2
> CC(C)CCNC(=O)CCC(=O)NNc1nc2ccccc2c2nc(-c3ccccc3)nn12
    0.83 | -92 | 12 | 2.1 | -10 | -2 | 0.0 | 6 | 9
> Cn1nnnc1SCC(=O)Nc1ccc(S(=O)(=O)N2CCOCC2)cc1
    / | 0 | 4 | 2.5 | -6 | -4 | 1.3 | 1 | 5
> O=C(C1CC1)N1CCCC(c2ccc(Cl)cc2)=N1
    -0.12 | -2 | 21 | -0.6 | -1 | -4 | 1.7 | -1 | 2
> CC(=O)Cc1nsc(NC(=O)c2ccccc2Cl)n1
    -0.49 | -6 | 13 | 2.0 | 13 | -1 | -0.3 | -9 | -2
> O=C(CCn1c(SCC(=O)NCc2ccco2)nc2ccccc2c1=O)NCCc1ccccc1
    -2.5 | -5 | 2 | 0.8 | -2 | -4 | 0.0 | -6 | 3
> O=C(NCCc1ccc(Cl)cc1)C1CCN(S(=O)(=O)N2CCCC2)CC1
    -6.7* | -8 | 4 | 0.6 | 1 | 0 | 0.5 | -1 | 14
> Cc1ccc(S(=O)(=O)c2c(N)n(Cc3ccco3)c3nc4ccccc4nc23)cc1C
    -0.39 | -63 | 5 | -2.7 | -23 | 0 | 0.1 | 0 | 7
> CCOC(=O)c1cc(-c2cccs2)nc2c1c(C)nn2-c1ccccn1
    -1.5 | -4 | 15 | 0.6 | 1 | 11 | 2.6 | -4 | 5
> C=CCNC(=O)COC(=O)COc1ccc(Cl)cc1
    -0.11 | -8 | 10 | 0.9 | -25 | 0 | -0.2 | -2 | 13
> CC(=O)c1ccc(NC(=O)CCn2c(=O)oc3ccccc32)cc1
    / | -1 | -2 | -0.3 | 3 | -6 | 2.6 | -4 | -2
> CCCOc1cccc(C(=O)NC(=S)Nc2cccc(NC(=O)c3ccccc3Cl)c2)c1
    -0.64 | -18 | 3 | 2.8 | / | -2 | 1.8 | 8 | 9
> N/C(Cc1ccc(Cl)cc1Cl)=N\OC(=O)Cc1cccs1
    -0.91 | -20 | -5 | 2.9 | 2 | -12 | 0.5 | -5 | 5
> COc1cc2c(=O)n(CCCN3CCOCC3)c(=S)[nH]c2c(OC)c1OC
    2.9 | 3 | 1 | -3.2 | 1 | 3 | -0.2 | 2 | 8
> O=C1C2C3C=CC(C3)C2C(=O)N1CCC(=O)N1CCc2ccccc21 (stereo not drawn)
    -2 | -5 | -1 | -1.0 | 5 | 1 | 0.6 | 5 | 12
> O=C(CCN1CCN(c2ccccc2)CC1)Nc1ccccc1F
    -0.0017 | 2 | -1 | -0.7 | 4 | 3 | -0.7 | 0 | 14
> Cc1ccc(N(CC(=O)NCCc2ccccc2)S(=O)(=O)c2c(C)noc2C)cc1
    / | -12 | 0 | 0.6 | -1 | -5 | 0.1 | 4 | 28
> O=C(/C=C/c1ccccc1)NCCc1ccc2c(c1)OCCO2
    -0.34 | -10 | 2 | 1.1 | -4 | -8 | 0.9 | 3 | 13
> Cc1ccc(S(=O)(=O)Cn2nnnc2C(c2ccc(F)cc2)N2CCCCC2)cc1 (stereo not drawn)
    -0.16 | 0 | 0 | -6.6 | -2 | -3 | -0.4 | -4 | 9
> COc1cc(OC)nc(NC(=O)COC(=O)c2cccc(Cl)c2)n1
    -0.22 | 3 | 0 | -1.2 | 0 | -5 | -0.4 | -2 | 7
> COc1ccc(CNC(=O)COC(=O)C2CCN(S(=O)(=O)c3ccccc3C(F)(F)F)CC2)cc1
    -0.027 | -24 | -4 | 2.9 | 3 | -8 | 0.6 | -2 | 5
> COc1cc2c(cc1OC)C(C(=O)Nc1ccccn1)C(c1cccnc1)N(C)C2=O (stereo not drawn)
    / | -10 | 6 | -0.5 | 3 | 5 | 0.7 | 4 | 2
> CNC(=O)c1ccccc1NC(=O)C1CC(=O)N(c2ccc(OC)cc2)C1 (stereo not drawn)
    0.016 | 2 | 16 | -0.1 | / | -4 | 0.7 | 0 | 11
> O=C(O)C/C(=C\c1cccc(NC(=O)c2ccccc2Cl)c1)c1nc2ccccc2s1
    -4.1* | 4 | 27 | 0.3 | -12 | -1 | -0.4 | 3 | 15
> CSc1nc2ccc(S(=O)(=O)Nc3c(C)n(C)n(-c4ccccc4)c3=O)cc2s1
    -0.069 | -16 | 1 | -0.4 | 0 | -9 | 0.9 | 4 | 12
> O=C(CN1CCOCC1)Nc1ccc2c(c1)OCCO2
    0.094 | -5 | 3 | -1.7 | 6 | 0 | -0.2 | 0 | 8
> CCN(CC)c1ccc(NC(=O)C2CC3CCC2C3)cc1 (stereo not drawn)
    -0.39 | 5 | 10 | 5.3 | 5 | -9 | 36 | -3 | -6
> O=S(=O)(c1cccs1)N1CCN(CC(O)COC2CCCc3ccccc32)CC1 (stereo not drawn)
    1.2 | -20 | 2 | -0.7 | / | -6 | -0.1 | 2 | 12
> COc1ccc(CN2CCN(C(=O)C3CCC(CNS(=O)(=O)c4ccccc4)CC3)CC2)c(OC)c1OC (stereo not drawn)
    -0.3 | 21 | 7 | -3.5 | -1 | 26 | -1.4 | 28 | 101*
> CCOc1ccc(-c2[nH]ncc2-c2ccc(OC)c(OC)c2)c(O)c1
    -0.84 | -2 | 0 | -10 | -3 | -6 | 4.2 | -7 | 1
> COc1nc(Oc2ccc(/C=N/O)cc2)nc(N(C)C)n1
    -1.6 | -19 | 0 | -2.5 | 0 | 0 | -0.3 | 0 | 15

Another view of some results above.
SMILES: O=C(O)C/C(=C\c1cccc(NC(=O)c2ccccc2Cl)c1)c1nc2ccccc2s1
  Cl transport mod: -4.1* | KLK5 inh: 4 | Hck-Nef inh: 27 | TNF death inh: 0.3 | Rad51 HR inh: -12 | thrombin 1536: -1 | zVAD death inh: -0.4 | FXIa inh 1536: 3 | FXIIa inh: 15

SMILES: CSc1nc2ccc(S(=O)(=O)Nc3c(C)n(C)n(-c4ccccc4)c3=O)cc2s1
  Cl transport mod: -0.069 | KLK5 inh: -16 | Hck-Nef inh: 1 | TNF death inh: -0.4 | Rad51 HR inh: 0 | thrombin 1536: -9 | zVAD death inh: 0.9 | FXIa inh 1536: 4 | FXIIa inh: 12

Continuation.
Value order – Cl transport mod | KLK5 inh | Hck-Nef inh | TNF death inh | Rad51 HR inh | thrombin 1536 | zVAD death inh | FXIa inh 1536 | FXIIa inh
> CC1(C)OC(c2ccccc2)=C/C(=C/C=Nc2ccccc2)O1
    0.045 | -4 | 13 | -6.6 | 2 | 0 | -0.7 | 4 | 9
> FC(F)(F)c1cccc(Cc2noc(CN3CCC(c4ccncc4)CC3)n2)c1
    -0.52 | / | -3 | -2.6 | / | -4 | -0.2 | -4 | 1
> COc1cccc(Nc2ncc(C#N)c(N)n2)c1
    0.32 | -8 | 57* | -22 | 0 | -12 | 38 | -4 | 1
> O=C(CSc1n[nH]c(=O)[nH]c1=O)NCC1CCCCC1
    0.42 | 0 | 1 | -0.1 | 15 | 0 | 0.8 | 3 | 8
> CCCCN(C(=O)CSc1nnc(-c2ccc(OC)cc2)n1CC)c1c(N)n(Cc2ccccc2)c(=O)[nH]c1=O
    0.33 | -25 | 2 | 1.9 | -6 | -2 | 1.7 | 1 | 14
> Cc1ccnc(NC(=O)c2cc3c(=O)oc4ccc(C)cc4c3s2)c1
    0.89 | 3 | 37 | -1.5 | 22 | 1 | 0.0 | 3 | 7
> CC1(C)CC(=O)C2=C(C1)OC(c1ccncc1)C(C#N)=C2N (stereo not drawn)
    / | 4 | 3 | -0.7 | 3 | -1 | 0.9 | -2 | 6
> CCOC(=O)CC1ON(C)C(=O)N1c1ccc([N+](=O)[O-])cc1 (stereo not drawn)
    0.0094 | -4 | -23 | -0.2 | 25 | 0 | -0.8 | 0 | 13
> N#Cc1c2ccccc2nc2ccccc12
    / | -2 | 43 | -6.1 | 12 | -4 | 0.8 | 2 | 9
> Cc1nn(Cc2nnc(SCC(=O)Nc3cccc(C(F)(F)F)c3)n2C)c(C)c1[N+](=O)[O-]
    -1.8 | 3 | 10 | 2.7 | 7 | 0 | 0.3 | 2 | 6
> S=c1[nH]nc(-c2ccc3ccccc3n2)n1-c1ccccc1
    1.6 | -4 | 3 | 1.9 | 3 | -7 | 1.1 | 0 | 7
> O=C(COC(=O)CCc1ccc(S(=O)(=O)N2CCOCC2)cc1)Nc1ccc(Cl)cn1
    0.056 | -6 | 3 | -1.8 | -5 | 1 | 0.0 | 1 | 13
> CC12CN3CC(C)(CN(C1)C3c1ccc(Cl)cc1Cl)C2O (stereo not drawn)
    0.29 | / | 1 | -7.0 | -6 | / | -0.1 | / | /
> Cn1nc(C(F)(F)F)c(-c2ccc(F)cc2)c1NC(=O)CSCC(=O)O
    0.44 | 0 | 5 | 2.3 | 6 | -4 | 1.4 | -1 | -3
> O=c1[nH]c(-c2ccccn2)cc2ccccc12
    -1.4 | -22 | 5 | -1.3 | / | -3 | 0.8 | 2 | 6
> Cc1nc2ccccc2c(=O)n1/N=C/c1cn(-c2ccccc2)nc1-c1cccs1
    -1.1 | 1 | 12 | -8.4 | -1 | 9 | 1.3 | 2 | 7
> O=C(N/N=C/c1sc(=O)[nH]c1-[n+]1ccccc1)c1ccccc1[O-]
    1 | 18 | -20 | 1.0 | -25 | 3 | 0.7 | 1 | 3
> COc1ccc(CC(=O)Nc2ccc(-c3cn4ccccc4n3)cc2)cc1OC
    -0.31 | -38 | 6 | 0.0 | -2 | -9 | 0.9 | 0 | -3
> CCOC(=O)N1CCN(C(=O)c2csc3c2CCCCC3)CC1
    -0.05 | 2 | 6 | -0.5 | -2 | -4 | 1.3 | 4 | 6
